# High-throughput results from PubChem.
# GPR151 ag: activates the human receptor GPR151 | activation, % at 11.2 µM | 650,000 tested, 1% active | PathHunter beta-arrestin GPR151 cells, luminescence | Q8TDV0 | AID 1508602; in the data active = activation above about 4.9%;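 also: 0% = median of compound wells and 100% = cells with positive control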
# Target sequence (Q8TDV0 whole entry, looked up): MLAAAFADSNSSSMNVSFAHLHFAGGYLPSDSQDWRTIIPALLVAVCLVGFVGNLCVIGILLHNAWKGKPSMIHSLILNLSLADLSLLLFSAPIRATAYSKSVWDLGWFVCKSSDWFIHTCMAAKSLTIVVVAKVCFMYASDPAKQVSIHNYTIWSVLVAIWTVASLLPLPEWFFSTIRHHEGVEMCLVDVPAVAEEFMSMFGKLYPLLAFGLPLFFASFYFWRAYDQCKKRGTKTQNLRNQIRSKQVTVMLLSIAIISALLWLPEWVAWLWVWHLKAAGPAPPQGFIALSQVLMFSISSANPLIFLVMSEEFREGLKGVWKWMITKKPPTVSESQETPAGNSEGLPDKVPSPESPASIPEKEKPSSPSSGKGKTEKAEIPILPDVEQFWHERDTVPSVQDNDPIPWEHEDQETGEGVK
# FBW7 act: activators of human E3 ligase FBW7. AlphaScreen FBW7–phospho-cyclin E peptide binding, activator screen. normalized activity (activation), % at 26.1 µM. 650,000 tested, 0.13% active. AID 1259310; in the data active = normalized activity above about 1.9%;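 also: purified mutant Fbw7 with reduced substrate affinity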
# MITF primary: inhibitors of human MITF; AlphaScreen MITF homodimerization, bead proximity signal; inhibition, % at 2.6 µM; 650,000 tested, 0.91% active; AID 1259374; in the data active = inhibition above about 50%;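 also: 0% = vehicle wells with protein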
# Target sequence (O75030 whole entry, looked up): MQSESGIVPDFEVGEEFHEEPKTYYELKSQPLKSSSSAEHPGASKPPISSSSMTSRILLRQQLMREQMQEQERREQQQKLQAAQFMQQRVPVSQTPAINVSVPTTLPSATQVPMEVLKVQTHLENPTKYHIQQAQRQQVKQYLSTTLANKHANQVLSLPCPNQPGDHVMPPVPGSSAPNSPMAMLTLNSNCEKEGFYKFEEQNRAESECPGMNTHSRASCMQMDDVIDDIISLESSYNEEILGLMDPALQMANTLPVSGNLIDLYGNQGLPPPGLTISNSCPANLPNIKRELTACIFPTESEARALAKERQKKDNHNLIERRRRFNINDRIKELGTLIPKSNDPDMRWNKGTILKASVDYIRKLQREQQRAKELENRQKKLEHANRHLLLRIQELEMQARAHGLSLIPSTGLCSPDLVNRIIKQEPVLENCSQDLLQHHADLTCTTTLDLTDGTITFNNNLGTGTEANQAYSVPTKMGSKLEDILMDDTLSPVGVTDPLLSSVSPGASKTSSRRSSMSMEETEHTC
# TEAD-YAP block: TEAD-YAP interaction inhibition; HEK-TIYL cells, TEAD-Gal4/YAP UAS-luciferase luminescence; inhibition, % at 9.12 µM; 640,000 tested, 1.4% active; in the data active = inhibition above about 32%;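 also: 0% = median of test compound wells and 100% = reference inhibitor wells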
# The depositor's hits bear a star; nt = not tested or not shown; & = joins results of further samples. Compounds were not picked by outcome, and some 3.4% of all compounds hit somewhere here.
SMILES,GPR151 ag,FBW7 act,MITF primary,TEAD-YAP block
COc1ccc(C(=O)NN2C(=O)C3C4c5ccccc5C(c5ccccc54)C3C2=O)cc1 (centres undefined),0.6,0.1,8,7
CCOC(=O)CSc1nnc(NCC(=O)OCC(C)C)c(=O)[nH]1,-1.0,0.1,19,-6
O=S(=O)(c1cnc[nH]1)N1CCN(C2CCCCC2)CC1,-0.3,-0.1,4,6
O=C(N/N=C/c1cccc(Cl)c1Cl)c1ccccc1[N+](=O)[O-],-1.0,0.7,16,-4
CN1CCN(c2ccc(-c3nc(NCCN4CCOCC4)c4[nH]cnc4n3)cc2)CC1,-2.0,0.1,11,3
CCCCc1nc2sc3c(=O)[nH]cnc3c2c2c1CCCC2,-1.1,0.2,-3,-3
COc1cc(C2NC(=O)NC(C)=C2C(=O)OCC2CCCCC2)cc(Cl)c1O (centres undefined),0.6,0.1,0,9
O=C(CC(=O)Nc1ccccc1C(=O)O)NCc1ccccc1,2.0,0.4,-5,8
CC1(C)C2CCC1(CS(=O)(=O)NNc1ccnc3cc(Cl)ccc13)C(=O)C2 (centres undefined),0.0,0.1,-1,4
COc1ccc(C(=O)CSc2nnc(CC(C)c3ccccc3)n2N)c(OC)c1 (centres undefined),0.7,-0.1,-6,-6
Cn1c(=O)c(C(=O)Nc2ccc(Cl)c(Cl)c2)c(O)c2ccccc21,1.2,-0.1,-2,12
O=C1C(=O)N(Cc2cccnc2)C(c2ccc(Cl)cc2Cl)/C1=C(/O)c1ccccc1 (centres undefined),0.2,0.7,-1,-4
COc1ccc(C)cc1NC(=O)c1cc(S(=O)(=O)N2CCCC2)ccc1F,-1.9,0.4,10,15
CC1(C)CC(=O)c2cc(OCC(=O)N3CCN(c4ccccc4F)CC3)ccc2O1,-0.4,0.3,6,2
O=C(Nc1cccc(O)c1)c1c(O)c2ccccc2[nH]c1=O,-0.1,0.3,3,18
CCOC(=O)C1=C(C)NC2=C(C(=O)CC(c3cccs3)C2)C1c1cc(OC)c(O)c([N+](=O)[O-])c1 (centres undefined),-1.1,0.1,34,17
CC(=O)c1sc(NC(=O)c2ccc(S(=O)(=O)N3CCc4ccccc4C3)cc2)nc1-c1ccccc1,0.0,-0.2,-6,1
c1ccc2c(c1)c1ccccc1n2CCCN1CCCCC1,-0.4,0.2,6,-15
Cc1ccc(NC(=O)Cc2nnc(NC(=O)C(=O)c3c[nH]c4ccccc34)s2)cc1,3.2,0.0,-2,-1
CC1CCc2oc3ccc(NS(=O)(=O)c4ccc(C(C)(C)C)cc4)cc3c2C1 (centres undefined),0.1,-0.1,4,0
CC1(CCC#N)N=C(SCCC#N)N(c2ccccc2)C1=O (centres undefined),-0.7,-0.1,13,6
O=C(CSc1nnc2sc3ccccc3n12)NCC(F)(F)F,-0.9,-0.1,-8,-2
O=C(CC1C(=O)NCCN1C/C=C/c1ccccc1)NCC1(O)CCCCC1 (centres undefined),1.5,-0.1,-3,1
Cc1ccc(-c2nc(NC(=O)C(C)N3C(=O)c4ccccc4C3=O)sc2C)cc1 (centres undefined),0.4,-0.1,-10,0
ClCCN1C2=NCCN2c2ccccc21,-0.6,0.2,22,-3
O=C(CNC(=O)c1ccc(Br)cc1)NCC(=O)OCC(=O)c1ccc([N+](=O)[O-])cc1,1.0,-0.3,9,1
CCOC(=O)CSc1nc2c(sc(=S)n2-c2ccc(C)c(C)c2)c(=O)n1-c1ccccc1C,-0.3,0.0,6,-4
Cc1ccc(-c2cc(C(=O)Nc3ccccc3Cl)c3ccccc3n2)cc1,-0.3,0.2,15,2
CC(=O)NCCC(=O)Nc1ccc(N2CCCCC2)cc1,0.4,0.0,1,-11
O=C(NC(C(F)(F)F)C(F)(F)F)OCc1ccccc1,0.1,0.0,-4,8
Fc1cccc(CNCc2ccco2)c1,-0.1,0.1,-6,-2
C/C(Cl)=C/Cn1c(N/N=C/C=C/c2ccc([N+](=O)[O-])o2)nc2c1c(=O)[nH]c(=O)n2C,-0.9,-0.6,10,3
CC(=O)Oc1cccc(-c2nc(Nc3ccc4c(cnn4C(=O)OC(C)(C)C)c3)c3ccccc3n2)c1,0.4,0.0,-7,4
COc1cccc(-c2nnc3sc(NC(=O)COc4ccccc4C)nn23)c1,-1.7,-0.2,-5,1
CCC(=O)N(c1ccc2[nH]c(C)cc2c1)C1CCN(C(C)=O)CC1,-2.0,0.1,13,-4
CC(=O)c1c(C)[nH]c(C(=O)OCC(=O)c2cc(C)n(Cc3ccco3)c2C)c1C,0.3,0.2,-4,2
Clc1cccc(/C=N/Nc2cc(N3CCOCC3)ncn2)c1,-1.2,0.0,12,-18
Cc1ccc(C(=O)Nc2cc(C(F)(F)F)ccc2F)s1,-0.7,0.1,0,-40
CC(C)N(C(=O)CSc1nnnn1C1CCCC1)C(C)C,1.2,-0.1,-8,-5
CN(CC(=O)Nc1cccc(F)c1)CC(=O)Nc1cccc(C(F)(F)F)c1,1.7,0.0,0,3
NC1=C(Nc2cccc3ccccc23)C(=O)c2ccccc2C1=O,0.6,-0.2,16,-36
COCCSc1ccccc1C(=O)Nc1ccc(S(N)(=O)=O)cc1,-0.4,-0.3,3,5
O=C(Cc1ccc(-c2ccccc2)cc1)N1CCC(n2cnc3cccnc32)CC1,0.5,0.1,-1,20
CCCCCCNc1nc(Nc2ccc([N+](=O)[O-])cc2)nc(OC)n1,1.1,0.0,1,-2
CCCCCCOc1ccc(N2C(=O)CC(N3CCN(c4ccccc4)CC3)C2=O)cc1 (centres undefined),0.0,0.1,5,9
CCOC(=O)c1c(C)[nH]c(C)c1C(=O)CSc1nnc(N)s1,0.6,0.1,11,9
CCN(Cc1ccccc1)S(=O)(=O)c1ccc(C(=O)Nc2ccccc2SC)cc1,-0.6,0.5,-9,11
COc1cc(/C=N/NC(=O)c2nnn(-c3nonc3N)c2CN(C)C)cc(OC)c1O,2.8,-0.1,-5,-2
CCCCOC(=O)c1ccc(NS(=O)(=O)c2ccc3ccccc3c2)cc1,1.2,0.5,9,8
COCCNS(=O)(=O)c1ccc(OC)c2ccccc12,-1.9,0.1,14,8

# Pulled by compound from above:
SMILES,GPR151 ag,FBW7 act,MITF primary,TEAD-YAP block
CCCCCCOc1ccc(N2C(=O)CC(N3CCN(c4ccccc4)CC3)C2=O)cc1 (centres undefined),0.0,0.1,5,9
CCOC(=O)c1c(C)[nH]c(C)c1C(=O)CSc1nnc(N)s1,0.6,0.1,11,9
COc1cc(/C=N/NC(=O)c2nnn(-c3nonc3N)c2CN(C)C)cc(OC)c1O,2.8,-0.1,-5,-2
O=C(Cc1ccc(-c2ccccc2)cc1)N1CCC(n2cnc3cccnc32)CC1,0.5,0.1,-1,20

# (listing goes on)
SMILES,GPR151 ag,FBW7 act,MITF primary,TEAD-YAP block
CC(C)C(OC(=O)c1ccco1)C(=O)NCc1ccccc1 (centres undefined),0.8,-0.3,-5,59*
Cn1c(-c2ccc3c(c2)OCO3)cnc1NCc1ccc(Br)cc1,-0.5,0.0,17,-1
Nn1c(SCC(=O)N(C2CCCCC2)C2CCS(=O)(=O)C2)nnc1-c1ccccc1 (centres undefined),1.8,0.0,-6,-2
O=C(NNc1ccccc1)c1ccccc1,0.3,-0.1,-10,-4
CCOc1ccc(C(=O)NCC(C)NC(=O)c2ccc(OCC)cc2)cc1 (centres undefined),-0.9,0.6,2,-4
Cc1c(C(=O)NCCN(C)C)sc2ncn(CC(=O)Nc3ccc(C(C)C)cc3)c(=O)c12,-0.5,-0.1,14,-2
O=C1CCC(C(=O)OCc2ccc(Cl)cc2Cl)=NN1,1.8,-0.1,12,12
COC(=O)c1ccc(/C=C(\C#N)C(=O)Nc2ccc3c(c2)C(=O)c2ccccc2C3=O)cc1,1.4,-0.1,-17,-10
O=C(CSc1cccc[n+]1[O-])Nc1ccccc1,1.3,-0.2,-9,-10
NNC(=O)c1ccccc1NC(=O)c1ccccc1Br,1.2,-0.3,-7,-2
Cc1nc2nc(SCc3ccccc3F)nn2c(C)c1Cc1cccc(Cl)c1,-0.5,-0.1,18,-12
CC(=O)Nc1ccc(S(=O)(=O)Oc2cccc(C=C3C(=O)NC(=O)NC3=O)c2)cc1,-0.9,0.1,9,7
O=C(c1ccccc1SCc1ccccc1)N1CCOCC1,0.1,0.0,4,5
CCCCSc1nc(-c2cccs2)cc(C(F)(F)F)c1C#N,0.5,0.0,0,-2
O=C(COc1ccc(Br)cc1Br)Nc1cccc(F)c1,-1.3,0.8,17,-20
CC(=O)c1c(C)sc(N)c1C#N,1.1,0.3,24,3
O=C(NNC(=S)NCc1ccc(F)cc1)c1c[nH]c2ccccc12,0.9,-0.1,1,9
CN(C)CC(C)(O)c1ccc2c(c1)CN(Cc1cccc3ccccc13)CCO2 (centres undefined),-0.6,0.0,2,-1
Nc1[nH]c(=O)[nH]c(=O)c1N=Nc1ccc(S(=O)(=O)N2CCOCC2)cc1,-1.8,0.6,4,0
CC[C@H](Cn1nc(-c2ccc(OC)cc2)ccc1=O)NC(=O)c1c(C)noc1C,0.8,0.1,-2,0
CCN(CC)c1ccc(NC(=O)c2cc3c(=O)n4ccccc4nc3n2C)c(C)c1,-0.7,0.0,1,0
CCOCCCn1c(=O)c(C#N)cc2c(=O)n3ccccc3nc21,0.0,0.2,12,3
Cc1ccc(S(=O)(=O)c2c[nH]c3ccccc3c2=O)cc1C,0.8,0.0,-7,-3
C=CCNC(=O)N1CCc2nc(COc3ccccc3)c3c(c2C1)CO[C@@H](C)C3,0.0,0.0,-17,nt
O=C(CCCc1ccccc1)Nc1cccc(N2CCC(NC3CCOCC3)CC2)c1,2.3,0.0,-11,0
COCCNC(=O)[C@@H]1C[C@H](NCc2ccc(OC)c(C)c2)CN1Cc1ccccc1Cl,-0.3,-0.1,-10,1
Cn1c(Sc2ccc(S(=O)(=O)N3CCOCC3)cc2[N+](=O)[O-])nc2ccccc21,-0.9,0.1,1,5
O=[N+]([O-])c1ccc(N2CCN(S(=O)(=O)c3cccs3)CC2)cc1NCc1ccco1,0.7,0.0,13,10
O=[N+]([O-])c1ccc(/C(O)=C(/C(=S)Nc2cccc(-c3n[nH]c(=S)o3)c2)[n+]2ccccc2)cc1,0.1,-0.1,10,2
CCOc1ccc2c(c1)-c1c(ssc1=S)C(C)(C)N2C(=O)CSc1nnc(N)s1,-0.3,-0.6,13,-5
CCOC(=O)c1c(NC(=O)c2ccc(OCC)c(Br)c2)sc2c1CCCC2,0.4,-0.2,-8,-1
Fc1ccc(NC(=S)NCc2cccnc2)cc1,4.5&-0.5,0.0&-0.1,10&6,6&7
Cn1nnnc1SCC(=O)Nc1ccccc1C(F)(F)F,0.8,-0.1,-10,9
Cn1c(=O)c2c(ncn2CCCN=CN2CCOCC2)n(C)c1=O,0.1,0.2,4,8
CCOC(=O)CC(NC(=O)CCc1c(C)nc2nc(C)nn2c1C)c1ccc(C)cc1 (centres undefined),-0.4,0.8,21,-1
CCOc1ccc(N(CC(=O)O)S(=O)(=O)c2c(C)[nH]c(=O)[nH]c2=O)cc1,-0.9,0.0,2,-8
CC1(C)CC(=O)C(C=Nc2cccc([N+](=O)[O-])c2)=C(O)C1,1.3,-0.1,7,-11
Oc1ccc(N=Cc2nc(-c3ccc(Cl)cc3)oc2O)cc1,0.5,0.5,-1,-20
COCCN(C(=O)C(C)C)c1nnc(-c2cccc(C)c2)s1,-0.4,0.1,-2,-9
CSc1ccccc1C(=O)Nc1ccc2c(c1)oc1ccccc12,2.5,0.0,3,-52
O=C(CCn1c(=S)[nH]c2ccsc2c1=O)N1CCCC1,-0.4,0.2,10,5
O=C(Nc1ccc(Br)cc1F)c1cc(S(=O)(=O)NCc2ccco2)ccc1F,0.1,0.1,9,4
CCN(CC)c1ncccc1C(=O)NCc1cccs1,1.6,-0.1,-3,0
CC(=O)N1CCN=C1SCc1ccc([N+](=O)[O-])cc1,-0.9,0.2,14,9
Cc1ccccc1-n1c(C)nc2sc3c(c2c1=O)CCC3,-0.6,-0.2,6,7
CCCC(=O)Nc1ccccc1NC(=O)Cc1ccccc1,-2.2,-0.3,-1,-1
O=C(NCCc1ccccc1)c1cc2cc(-c3ccncc3)ccc2[nH]1,1.7,0.0,1,1
COc1ccc(CNC(=O)CCc2ccc(S(=O)(=O)NCC(C)C)cc2)cc1,-0.2,0.1,4,2
CCOC(=O)c1c(-c2ccc(C)o2)csc1NC(=O)CSc1ncn[nH]1,1.3,-0.1,-4,8
CC(C)(C)NCC(=O)Nc1ccc(-c2nc3cc(NC(=O)CNC(C)(C)C)ccc3o2)cc1,1.0,0.4,18,23

# Given bar-delimited: entries from further up.
smiles | GPR151 ag | FBW7 act | MITF primary | TEAD-YAP block
Cc1ccc(-c2nc(NC(=O)C(C)N3C(=O)c4ccccc4C3=O)sc2C)cc1 (centres undefined) | 0.4 | -0.1 | -10 | 0
ClCCN1C2=NCCN2c2ccccc21 | -0.6 | 0.2 | 22 | -3
O=C(CNC(=O)c1ccc(Br)cc1)NCC(=O)OCC(=O)c1ccc([N+](=O)[O-])cc1 | 1.0 | -0.3 | 9 | 1
CCOC(=O)CSc1nc2c(sc(=S)n2-c2ccc(C)c(C)c2)c(=O)n1-c1ccccc1C | -0.3 | 0.0 | 6 | -4
Cc1ccc(-c2cc(C(=O)Nc3ccccc3Cl)c3ccccc3n2)cc1 | -0.3 | 0.2 | 15 | 2
CC(=O)NCCC(=O)Nc1ccc(N2CCCCC2)cc1 | 0.4 | 0.0 | 1 | -11

# Carrying on:
SMILES,GPR151 ag,FBW7 act,MITF primary,TEAD-YAP block
CCOc1ccccc1CNC(=O)Cn1cnc2c([nH]c3ccc(C)cc32)c1=O,-0.2,-0.2,1,4
COc1ccc(CN2CCN(Cc3cc(OC)c(O)c(OC)c3)CC2CCO)c(C)c1C (centres undefined),-0.7,-0.1,-10,7
Cc1cnc(Nc2cccc(Cl)c2)s1,1.0,0.1,10,-26
CSc1nc(N)nc(SC(C(=O)O)c2ccccc2)c1C#N (centres undefined),8.6*,-0.2,-6,7
